CHT allo act: CHT positive allosteric modulators, primary screen, cell-based, membrane potential dye, choline EC20. B-score at 10 µM. High affinity choline transporter 1 (Homo sapiens), Q9GZV3. 0.49% of 310,000 active. CHT-expressing cells; active compounds read high; LV-AA mutant CHT in HEK293 cells;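 active = initial fluorescence not abnormally high and integrated response B-score, plate-corrected, over 3 SD above library mean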
Target sequence (Q9GZV3 whole entry, looked up): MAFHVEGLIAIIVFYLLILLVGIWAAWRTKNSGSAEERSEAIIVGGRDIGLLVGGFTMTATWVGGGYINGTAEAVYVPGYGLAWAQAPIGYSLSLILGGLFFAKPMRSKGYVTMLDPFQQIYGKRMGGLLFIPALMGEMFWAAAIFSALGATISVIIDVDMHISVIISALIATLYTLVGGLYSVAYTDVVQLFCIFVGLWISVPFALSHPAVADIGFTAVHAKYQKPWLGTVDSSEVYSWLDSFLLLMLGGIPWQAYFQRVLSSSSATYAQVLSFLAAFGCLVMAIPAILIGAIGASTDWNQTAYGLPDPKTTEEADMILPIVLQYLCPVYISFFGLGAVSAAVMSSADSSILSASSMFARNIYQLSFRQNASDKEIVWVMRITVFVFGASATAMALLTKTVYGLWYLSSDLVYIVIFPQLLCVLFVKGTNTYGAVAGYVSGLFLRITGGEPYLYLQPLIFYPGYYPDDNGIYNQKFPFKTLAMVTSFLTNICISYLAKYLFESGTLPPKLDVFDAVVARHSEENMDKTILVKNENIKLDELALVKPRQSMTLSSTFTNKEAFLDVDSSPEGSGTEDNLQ
CHT block: inhibitors of human choline transporter CHT; CHT-expressing cells, membrane potential dye, choline response; active compounds read low; B-score at 10 µM; High affinity choline transporter 1 (Homo sapiens), Q9GZV3; 0.86% of 310,000 active;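 active = B-score over 3 SD under the library average, and starting fluorescence ratio not unusually high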;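 note: choline stimulus applied at its EC90 after an EC20 pre-addition; B-score computed on integrated fluorescence ratio after choline addition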
The depositor's hits bear a star; i = inactive. No enrichment for hits, and some 1.4% of all compounds hit somewhere here.

SMILES | CHT allo act | CHT block
CCCCC(=O)NC(c1ccc(OC)c(OC)c1)c1c(O)ccc2ccccc12 (configuration not stated) | i | i
Cc1ccc(C)c(OCC(=O)N2CCN(C(=O)c3ccco3)CC2)c1 | i | i
CS(=O)(=O)c1cccc(NC(=O)C2CC2)c1 | i | i
Cc1ccc2oc(C(=O)Nc3nnc(CC(C)C)s3)c(C)c2c1 | i | i
CC1CN(C(=O)CCc2ccccc2)C(C)CN1C(=O)CCc1ccccc1 (configuration not stated) | i | i
COc1cc2c(cc1OC)C(COc1ccc(F)cc1)NCC2 (configuration not stated) | i | i
CCOC(=O)c1nc(Nc2ccc(C(=O)OC)cc2)c2ccccc2n1 | i | i
COc1cc(NC(=O)c2c(OC)cccc2OC)ccc1NC(=O)c1cc2ccccc2o1 | i | i
C[C@H]1CCC[C@]2(CC(=O)c3cc(F)ccc3O2)C1 | i | i
N#C/C(=C/c1ccc([N+](=O)[O-])cc1)C(N)=O | i | i
CN(Cc1cccs1)CC(O)COCc1ccco1 (configuration not stated) | i | i
CCOC(=O)COc1ccccc1/C=N/Nc1nnc2c3ccccc3n(C)c2n1 | i | i
O=C(CN1CCN(CC(=O)Nc2ccc(OCc3ccccc3)cc2)CC1)Nc1ccc(F)cc1 | i | i
CCN(CC)CCC(c1cc(OC)c(OC)c(OC)c1)c1c(OC)cc(OC)c2c(C)cc(=O)oc12 (configuration not stated) | i | i
CC(=O)Nc1ccc2sccc2c1 | i | i
Cc1cc(C)n2[nH]c(=O)c(N=Nc3cccc(C(F)(F)F)c3)c2n1 | 7.21* | i
Cc1cccc(NC(=O)CSc2nc3nc(C)cc(C)c3c(=O)[nH]2)c1 | i | i
Cc1nnc(-c2cnn(C)c2N)n1CCCN1CCOCC1 | i | i
CCC(=O)Nc1cccc(C2=NOC3(C2)C[C@@H](C(N)=O)N(C(=O)CC)C3)c1 (some centres not stated) | i | i
O=C(COc1ccc(Br)cc1)N(Cc1cccs1)C1CCS(=O)(=O)C1 (configuration not stated) | i | i
O=C(NNC(=O)c1ccccc1-n1cccc1)c1ccc(F)cc1 | i | i
Fc1ccccc1-c1n[nH]c(=S)n1Cc1ccccc1 | i | i
CC(NC(=O)/C(C#N)=C/c1cn[nH]c1-c1ccccc1)c1ccccc1 (configuration not stated) | i | i
CC(Oc1ccccc1)c1ccnn1S(C)(=O)=O (configuration not stated) | i | i
CN(C)CCNC(=O)c1scc2c1CCCC2 | i | i
CCOC(=O)c1c(C)n(CC(O)CN(C)C)c2cc(Br)c(OC)cc12 (configuration not stated) | i | i
Cc1ccc(S(=O)(=O)NCCn2nc(C)nc2C)cc1 | i | i
O=C(Oc1cccc(OC(=O)N2CCCCC2)c1)N1CCCCC1 | i | i
O=C(Nc1ccc(CN2CCCCC2)cc1)Nc1ccccc1Cl | i | i
Cc1cc(=O)oc2cc(OCC(=O)NCCc3ccccc3)ccc12 | i | i
COc1ccc(OCc2nnc(NC(=O)Nc3ccc(F)cc3)s2)cc1 | i | i
COC(=O)c1sc2cc([N+](=O)[O-])cc(SCC(C)C)c2c1N | i | i
O=C(OCCN=C1NS(=O)(=O)c2ccccc21)c1cccc([N+](=O)[O-])c1 | i | i
Cc1cc2c(cc1S(=O)(=O)N(C)c1ccccc1)n(C)c(=O)n2C | i | i
CC(=Nc1ccccc1C)C1=C(O)CSC1=O | i | i
CN(C)CCNC(=O)c1cc2c(s1)-c1ccc(Cl)cc1SC2 | i | i
COc1ccc(C2(C(=O)NC3CCCCC3)CCOCC2)cc1OC | i | i
CN(NC(=O)/C=C/C(=O)O)c1ncc(C(F)(F)F)cc1Cl | i | i
Cc1cccc(NC(=O)c2n[nH]c([N+](=O)[O-])c2Br)c1C | i | -5.03*
O=C(COc1cccc2c1CCN(Cc1ccc(Br)cc1)C2=O)NCc1ccco1 | i | i
CCn1c(C)nc2cc(S(=O)(=O)N3CCCC3)ccc21 | i | i
CCc1ccc(-c2cc(C(F)(F)F)n3nc(C(=O)Nc4c(C)nn(Cc5ccccc5C)c4C)cc3n2)s1 | i | i
COCCNC(=O)c1ccccc1NC(=O)COc1ccccc1 | i | i
CC(NC(=O)c1ccco1)C(c1cccs1)N1CCOCC1 (configuration not stated) | i | i
COc1ccc(C2CC(c3ccccc3O)=NN2c2ccccc2)cc1 (configuration not stated) | i | i
O=C(CN(Cc1ccc(F)cc1)C(=O)c1csnn1)NC1CCCC1 | i | i
Cc1ccc(Cc2nnc(SCC(=O)Nc3ccc(C)cc3C)[nH]c2=O)cc1 | i | i
CCCOCC(O)CC(Cc1ccccc1)C(=O)NN (configuration not stated) | i | i
CCCCSc1nnc(CCNC(=O)OC(C)(C)C)o1 | i | i
CC(=O)COc1ccc2c(c1C)O/C(=C\c1ccco1)C2=O | i | i

Additional entries.
SMILES | CHT allo act | CHT block
CC(Sc1nc2ccc(Br)cc2[nH]1)C(=O)O (configuration not stated) | i | i
CCN1C(=O)C(=O)N(CC(=O)N(C)CC(=O)Nc2ccccc2Cl)C1=O | i | i
COc1ccc(-c2nc3ccccn3c2C=O)cc1 | i | i
COc1cccc(Nc2ncccc2C(=O)O)c1 | i | i
CCCCc1c(O)nc(SCC(=O)c2ccccc2)[nH]c1=O | i | i
Cc1cccc(OC2CCN(Cc3nc(CC4CC4)no3)CC2)c1 | i | i
CCc1nc(SCC#N)c(C#N)cc1C | i | i
CC(=O)Nc1ccc(C(=O)CSc2nnnn2C2CCCC2)cc1 | i | i
Cc1onc(-c2ccccc2)c1-c1ccnn1C(=O)NC(C)C | i | i
Cc1c(CN2CCCCC2)c(O)n(CCCO)c(=O)c1C#N | i | i

Part of the list above, reformatted:
Structure	CHT allo act	CHT block
COc1ccc(-c2nc3ccccn3c2C=O)cc1	i	i
Cc1c(CN2CCCCC2)c(O)n(CCCO)c(=O)c1C#N	i	i
CC(Sc1nc2ccc(Br)cc2[nH]1)C(=O)O (configuration not stated)	i	i
Cc1cccc(OC2CCN(Cc3nc(CC4CC4)no3)CC2)c1	i	i
CCN1C(=O)C(=O)N(CC(=O)N(C)CC(=O)Nc2ccccc2Cl)C1=O	i	i
COc1cccc(Nc2ncccc2C(=O)O)c1	i	i
CC(=O)Nc1ccc(C(=O)CSc2nnnn2C2CCCC2)cc1	i	i

The list goes on:
SMILES | CHT allo act | CHT block
Cc1ccccc1CC(=O)N1CCN(S(=O)(=O)c2cccs2)CC1 | i | i
Cc1ccc(/C=C/C(=O)N2CCN(c3ncccn3)CC2)o1 | i | i
COC(=O)c1cc(C(=O)NCC2CCCCC2)cc([N+](=O)[O-])c1 | i | i
O=C(CCS(=O)(=O)c1ccccc1)Nc1nnc(-c2ccco2)o1 | i | i
CCCCNC(=O)Nc1c(C(=O)OCC)[nH]c2ccccc12 | i | i
O=c1cc(-c2ccc(O)cc2)oc2c(C3OCC(O)C(O)C3O)c(O)c(C3OC(CO)C(O)C(O)C3O)c(O)c12 (configuration not stated) | i | i
CC1Oc2ccccc2N(CC(=O)NCc2cccs2)C1=O (configuration not stated) | i | i
CCN1CCN(CCCNC(=O)c2ccc3c(c2)NC(=O)c2ccccc2S3)CC1 | i | i
O=C(C(=O)N1CCN(c2ccccc2F)CC1)c1c[nH]c2ccccc12 | i | i
O=C(O)c1ccc(Oc2ccccc2)o1 | i | i
Cc1cc(C)nc(SCc2nnc(SCC(=O)NCc3ccco3)n2-c2ccccc2)n1 | i | i
CC(NC(=O)CSc1nc2ccccc2n1C)c1ccccc1 (configuration not stated) | i | i
O=C(NC1CC2CCCC(C1)N2C(=O)NC1CCCCC1)c1ccc(F)cc1 (configuration not stated) | i | i
Cc1cccc(-n2ncc3c(NCc4ccc5c(c4)OCO5)ncnc32)c1 | i | i
CN1CCN(c2ncnc3sc(-c4ccccc4)cc23)CC1 | i | i
CC(=O)Nc1ccc(S(=O)(=O)N(C)CC(=O)Nc2cccc(S(=O)(=O)N3CCCC3)c2)cc1 | i | i
Cn1cc(CN2CCC(n3nccc3NC(=O)c3ccccc3Cl)CC2)c2ccccc21 | i | i
CCOC(=O)C1=C(C)NC2=C(C(=O)CC(C)(C)C2)C1c1cccc(C)n1 (configuration not stated) | i | i
O=C(Nc1nnc(SCC(=O)N2CCCc3ccccc32)s1)c1ccc2ccccc2c1 | i | i
NS(=O)(=O)c1ccc(CCNC(=O)c2ccc(Br)s2)cc1 | i | i

By substructure: the entries above containing a cyano group
SMILES | CHT allo act | CHT block
N#C/C(=C/c1ccc([N+](=O)[O-])cc1)C(N)=O | i | i
CC(NC(=O)/C(C#N)=C/c1cn[nH]c1-c1ccccc1)c1ccccc1 (configuration not stated) | i | i
CCc1nc(SCC#N)c(C#N)cc1C | i | i
Cc1c(CN2CCCCC2)c(O)n(CCCO)c(=O)c1C#N | i | i

More compounds:
SMILES | CHT allo act | CHT block
COc1ccccc1Oc1ccc2c(c1)C(=O)N(c1ccc(O)cc1)C2=O | i | i
O=C(CSc1nnnn1-c1ccc(O)cc1)Nc1ccc(N2CCOCC2)c(Cl)c1 | i | i
N#Cc1c(N)nc2c(c1-c1ccncc1)CCCCC2 | i | i
N#CC(C#N)=Cc1ccccc1OCc1ccccc1 | i | i
CCCCn1c(SCC(=O)Nc2cc(C)on2)nnc1-c1ccncc1 | i | i
O=C(NC(=S)Nc1ccc(N2CCOCC2)cc1)c1ccc2c(c1)OCCO2 | i | i
COc1ccc(-c2noc(N(C)CC(=O)Nc3cccc(C(F)(F)F)c3)n2)cc1 | i | i
COCCNC(=O)C(c1ccc(F)cc1)N(Cc1ccco1)C(=O)CCC(=O)Nc1nccs1 (configuration not stated) | i | i
Cc1cc(C)nc(/N=C2/NC(=O)CS2)n1 | i | i
Cc1cccc(C)c1NC(=O)CN(C)CC(=O)Nc1ccccc1Br | i | i
Oc1c(Cl)cc(Cl)cc1/C=N/NC(=S)NC1CC2C=CC1C2 (configuration not stated) | i | i
CCN(CC)CCCNC(=O)c1c(O)c2cc(F)cc3c2n(c1=O)C(C)CC3 (configuration not stated) | i | i
COc1ccc(S(=O)(=O)N(CC(=O)NC2CCCCC2)c2ccc(F)cc2)cc1 | i | i
CCn1c(CSc2nc(C)cc(C)n2)nnc1SCC(N)=O | i | i
CC1Cc2cc(/C(O)=C3\C(=O)C(=O)N(Cc4ccncc4)C3c3ccccc3F)ccc2O1 (configuration not stated) | i | i
COc1cc(OC)cc(C(=O)NC(C(=O)NCCN(C)C)C23CC4CC(CC(C4)C2)C3)c1 (configuration not stated) | i | i
O=C(NCC1CCCO1)c1nn2c(C(F)(F)F)cc(-c3cccs3)nc2c1Br (configuration not stated) | i | i
COc1ccc(C(c2nnnn2Cc2cccs2)N2CCN(c3ccccc3F)CC2)cc1 (configuration not stated) | i | i
O=C(NCC1CCCO1)c1ccc2ccccc2n1 (configuration not stated) | i | i
O=P(O)(C(O)c1ccccc1)C(O)c1ccccc1 (configuration not stated) | i | i
Cc1ccc(S(=O)(=O)Nc2ccccc2N(C)S(=O)(=O)c2ccc(C)cc2)cc1 | i | i
COc1cc(/C=C(\C#N)c2nc3ccccc3n2C)cc(OC)c1O | i | i
COC(=O)c1ccc(NC2=C(Cl)C(=O)OC2OC(=O)c2ccccc2)cc1 (configuration not stated) | i | i
Cn1cc(CN2CCC(n3nccc3NC(=O)C3CCCC3)CC2)cn1 | i | i
O=C(Nc1ccc2nc(-c3cccnc3)[nH]c2c1)c1ccccc1F | i | i
COC(=O)c1ccc(NC(=O)CCc2c(C)nc3ncnn3c2C)cc1 | i | i
Cc1csc(NC(=O)c2ccc(Cl)nc2)n1 | i | i
COc1ccc(S(=O)(=O)N2CCOC2CNC(=O)C(=O)NCc2ccccc2OC)cc1 (configuration not stated) | i | i
COc1ccc(CC(=O)Nc2sc(Cc3ccccc3)c(C)c2C(N)=O)cc1 | i | i
Cc1ccc2c(c1)COc1c3ccc(C(=O)N[C@@H](CO)C(C)C)cc3nn1-2 | i | i
O=C(Nc1cc(S(=O)(=O)N2CCOCC2)ccc1N1CCOCC1)c1ccc(Cl)nc1 | i | i
O=C(Nc1ccc(Cl)cc1)NC1CCCCC1 | i | i
O=C(CCn1nc(-c2ccc(Cl)cc2)c2ccccc2c1=O)NCC1CCCO1 (configuration not stated) | i | i
CCOC(=O)c1ccccc1OCc1cc(/C=N/NC(=O)c2ccncc2)ccc1OC | i | i
COc1cc2c(cc1OC)C(c1cc(Br)ccc1O)N(C(C)=O)CC2 (configuration not stated) | i | i
O=C(O)C1C2C=CC(C2)C1C(=O)NCCCN1CCOCC1 (configuration not stated) | i | i
O=C(NC1CCCC1)C(c1cccnc1)N(C(=O)c1csnn1)c1ccccc1Cl (configuration not stated) | i | i
COc1ccc(C2C(C#N)=C(/N=C/N3CCN(C)CC3)OC3=C2C(=O)CC(C)(C)C3)cc1 (configuration not stated) | i | i
O=C(O)c1ccc(-c2nc(-c3ccccc3Cl)cs2)cc1 | i | -5.43*
CCCCc1nc2ccccc2n1CC(=O)NN | i | i
COc1cccc2cc(C(=O)NCCc3ccccc3)oc12 | i | i
CCCc1ccc(S(=O)(=O)NCCc2ccncc2)cc1 | i | i
CC(C)C[C@H](NC(=O)c1nc[nH]c1C(=O)NC1CCN(C(=O)OC(C)(C)C)CC1)C(=O)OCc1ccccc1 | i | i
CCc1ccccc1Oc1ccc(S(=O)(=O)N2CCN(C)CC2)cn1 | i | i
CCOC(=O)Nc1ccc2c(c1)nc(CN1CCOCC1)n2C | i | i
